Screening data (PubChem)
L3MBTL1 inh – L3MBTL1 (human) inhibition; Q9Y468; AlphaScreen L3MBTL1–H3K9me1 peptide binding; Potency, µM (highest dose often 57.1 µM), inactives show top-dose activity, negative = inhibition, most hits filed as inhibitors; 230,000 compounds, 0.66% hits; further: potency means the concentration at half of the fitted maximal effect; on the % scale 0 is the no-effect control and ±100 the full control effect; nearly all actives have a fitted effect of over 60% in size
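L3MBTL1 (50 nM) pre-complexed 30 min with biotinylated H3(1-15)K9me1 peptide (75 nM), then compounds added for 30 min at room temperature; AlphaScreen streptavidin donor/nickel chelate acceptor beads (10 ug/mL final) read after 30 min dark incubation.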
HTT aggregate – inhibitors of mutant huntingtin aggregate formation in PC12 cells; PC12 HttQ103-GFP aggregates, Acumen cytometry, 40 h; Potency, µM (titrated, usually from 46.1 µM), for the others: top-dose activity change, negative = inhibition, usual class: inhibitors; 220,000 compounds, 1.1% hits; further: potency means the concentration at half of the fitted maximal effect; on the % scale 0 is the no-effect control and ±100 the full control effect; nearly all actives have a fitted effect of over 60% in size
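Huntingtin Q103 exon 1–GFP aggregates in induced PC12 cells (100 nM tebufenozide) were quantified by cytometry from lysates, with compounds dosed in titration.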
Epigenetic derep – epigenetic control regulation, reporter derepression; murine LDR cells, GFP reporter derepression, 30 h; Potency, µM (top dose mostly 53.9 µM), without a hit: at the top dose GFP activation, usual class: activators; 280,000 compounds, 0.2% hits; AID 1865; further: potency means the concentration at half of the fitted maximal effect; % of control where 0% means no effect; nearly all actives have a fitted effect of over 60% in size
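Reporter derepression read as number of fluorescent GFP-positive objects, 20-120 um in size, counted by laser-scanning cytometer. Mouse LDR line with an epigenetically silenced CMV-GFP locus; compound incubation 30 h, 37 C.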
IMPase Li inh – IMPase inhibition in cells with lithium potentiation. CHO-M1 cells, IP1 TR-FRET (IP-One), carbachol + lithium. Potency, µM (series often up to 59.4 µM), inactives show at the top dose activity, negative = IMPase inhibition, usual class: inhibitors. 210,000 compounds, 0.35% hits. AID 1457;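 further: IP1 builds up when IMPase is blocked and the TR-FRET signal falls; potency means the concentration at half of the fitted maximal effect; plate controls were basal vehicle for no effect and high inhibitor control for full effect; nearly all actives have a fitted effect of over 50% in size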
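CHO-M1, 2000 cells/well, 16–30 h culture; cpd + low Li+, 30 min 37C; lysis with d2-IP1/Eu-anti-IP1 Ab, 10 min RT; TR-FRET 665/620 ratio and 620 channel; AC50 via Hill.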
CBFb RUNX1 block – blocks binding between human CBF-beta and RUNX1 | 230,000 tested, under 10 active | AlphaScreen CBFb-His/RUNX1-biotin binding, biochemical | Q01196+Q13951 | Potency, µM (highest dose often 59.8 µM), inactives show at the highest dose activity, negative = inhibition, most hits filed as inhibitors; further: % of control where 0% means no effect
Target sequence (Q01196 whole entry, looked up): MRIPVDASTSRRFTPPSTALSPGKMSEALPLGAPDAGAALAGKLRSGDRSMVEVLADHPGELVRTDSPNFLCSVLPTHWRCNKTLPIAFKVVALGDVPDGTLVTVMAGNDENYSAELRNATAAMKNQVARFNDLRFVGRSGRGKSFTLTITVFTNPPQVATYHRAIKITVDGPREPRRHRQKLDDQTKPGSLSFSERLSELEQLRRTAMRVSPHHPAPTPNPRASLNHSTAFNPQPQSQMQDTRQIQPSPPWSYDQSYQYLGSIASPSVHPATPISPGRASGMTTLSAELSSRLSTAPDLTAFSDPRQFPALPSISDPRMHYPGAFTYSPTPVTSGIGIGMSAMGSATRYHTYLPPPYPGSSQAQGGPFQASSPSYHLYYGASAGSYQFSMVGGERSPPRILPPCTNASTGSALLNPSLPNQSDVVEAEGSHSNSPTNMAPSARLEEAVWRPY
Target sequence (Q13951 whole entry, looked up): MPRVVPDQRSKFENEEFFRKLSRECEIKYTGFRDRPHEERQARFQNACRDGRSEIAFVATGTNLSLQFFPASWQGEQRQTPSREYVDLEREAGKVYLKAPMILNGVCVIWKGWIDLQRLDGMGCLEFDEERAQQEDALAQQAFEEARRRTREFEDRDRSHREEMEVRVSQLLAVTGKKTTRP
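CBFb-His/RUNX1-biotin, 30 nM each, preincubated 20 min RT; compound 15 min RT; Ni + streptavidin beads 50 ng each, 90 min RT; AlphaScreen read.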
Luc counter – Kinase-Glo luciferase inhibition (counter-screen); 200,000 compounds, 0.28% hits; Kinase-Glo luciferase, ATP luminescence, 8 min; Potency, µM (top dose mostly 38.3 µM), inactives show top-dose activity change, negative = inhibition, most hits filed as inhibitors; further: potency means the concentration at half of the fitted maximal effect; on the % scale 0 is the no-effect control and ±100 the full control effect; nearly all actives have a fitted effect of over 60% in size
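Light output from Kinase-Glo luciferase with luciferin and 10 uM ATP in 50 mM imidazole pH 7.2, KCl, MgCl2, Tween 20, BSA; compound pin-delivered, 8-min ambient incubation, then luminescence read.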
NPSR antagonist – antagonists of human neuropeptide S receptor cAMP signaling | Q6W5P4 | Potency, µM (doses to about 38.3 µM), for the others: top-dose activity change, negative = inhibition, actives largely listed as inhibitors | CHO-NPSR cells, cAMP TR-FRET, antagonist mode | 220,000 compounds, 1% hits; further: potency means the concentration at half of the fitted maximal effect; on the % scale 0 is the no-effect control and ±100 the full control effect; nearly all actives have a fitted effect of over 50% in size; many of its hits are not listed in these tables
Target sequence (Q6W5P4 whole entry, looked up): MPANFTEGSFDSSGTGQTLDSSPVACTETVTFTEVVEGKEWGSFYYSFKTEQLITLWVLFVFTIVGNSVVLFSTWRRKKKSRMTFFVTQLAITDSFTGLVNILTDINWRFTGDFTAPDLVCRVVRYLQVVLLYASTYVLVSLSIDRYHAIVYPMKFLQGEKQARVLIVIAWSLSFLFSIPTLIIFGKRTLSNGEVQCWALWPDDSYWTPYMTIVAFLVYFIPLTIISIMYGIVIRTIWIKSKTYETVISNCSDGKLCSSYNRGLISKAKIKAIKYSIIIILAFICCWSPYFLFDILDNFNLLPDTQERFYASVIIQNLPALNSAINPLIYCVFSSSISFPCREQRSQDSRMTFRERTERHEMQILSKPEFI
Starred values were filed as active, the others as inactive; ? = inconclusive; . = not tested or not shown; & = joins results of further samples; [ ] = another dose, or the depositor's remark. The call rests on the fitted dose curve; in most records, active means well fitted curve in the direction sought with a large enough effect; inconclusive means small, poorly fitted or top-dose-only effect, or another doubt; inactive means no such curve, though single readings can be large; an effect the other way counts as inactive or inconclusive. Only part of the results is shown; count on the stated rates, not on these rows.

compound | Luc counter | Epigenetic derep | IMPase Li inh | CBFb RUNX1 block | L3MBTL1 inh | HTT aggregate | NPSR antagonist
Cc1cc(C)nc(N/N=C/c2cc(Br)ccc2O)n1 | . | 0.5% | . | ? | -13.5% | -29.5%[9.22 µM] | -4.4%
CS(=O)(=O)Nc1cccc2cccnc12 | -1.7% | -2.9% | -8.0%[38.3 µM] | -4.9% | -10.2% | ? | -14.7%[46.1 µM]
O=C(O)c1ccc(C2SCC(=O)N2Cc2ccco2)cc1 (stereo unspecified) | -2.0% | -0.1% | 25.9% | 2.3% | 3.1% | -5.6%[9.22 µM] | -3.1%
O=C(Nc1ccccc1C(=O)NCc1cccnc1)c1ccc(Cl)cc1Cl | -0.8% | 0.9% | 0.5% | 8.6% | 5.5% | 4.7% | 8.8%
C=CCN(CC=C)C(=O)Cn1cnc([N+](=O)[O-])n1 | 1.6% | 1.3% | -4.8% | -1.7% | 5.2% | -8.1% | -5.0%[46.1 µM]
CC(/C=N/NC(=O)CSc1n[nH]c(=O)[nH]c1=O)=C\c1ccccc1 | . | -1.7% | . | 3.2% | 2.6% | 11.4%[9.22 µM] | -7.9%
Cc1ccc(/C=N/n2c(-c3cccnc3)n[nH]c2=S)o1 | . | -1.7% | . | -5.0% | -18.7% | 15.0%[9.22 µM] | -11.0%
COCCn1c(SCC(=O)Nc2nnc(C)s2)nnc1-c1cc2ccccc2cc1O | 1.1% | -1.1% | 12.9%[38.3 µM] | 3.8% | 0.0% | 1.7% | ?
COc1cc(C(=O)N2CCN(S(=O)(=O)c3cccs3)CC2)cc(OC)c1C | -0.7% | -1.9% | -3.3% | -8.2% | -15.1% | 17.9% | -13.8%
Cc1ccc(NC(=O)C2(c3cccs3)CCOCC2)cc1C | 2.2% | 2.3% | 5.3% | 7.9% | 10.6% | 5.5% | 21.4%[46.1 µM]
COCc1cc(=O)[nH]c2cc(NC(=O)C3CC3)c(C)cc12 | 2.6% | -6.0% | 27.4%[38.3 µM] | 11.6% | 12.8% | -12.4% | -10.1%[46.1 µM]
CC1CCOC2(O1)C(=O)N(CN1CCN(c3cccc(Cl)c3)CC1)c1ccccc12 (stereo unspecified) | -3.0% | 1.1% | -10.1%[38.3 µM] | -3.3% | -2.4% | -15.6% | 2.8%[46.1 µM]
CCCOC(=O)CCCN1C(=O)/C(=C2\SC(=S)N(CCCC(=O)OCCC)C2=O)SC1=S | . | -1.0% | . | -1.4% | -4.5% | 0.0%[9.22 µM] | 6.2%
COc1ccccc1C(=O)Nc1ccc(C2=NNC(=O)CC2C)cc1 (stereo unspecified) | -6.0% | -3.5% | -6.9% | 11.0% | -9.1% | 29.1% | 10.0%
COc1cccc(CNC(=O)Cc2ccc(-n3c(=O)[nH]c4ccccc4c3=O)cc2)c1 | 3.0% | -2.2% | -3.4% | 12.6% | 9.4% | -19.4% | -2.5%
COc1ccc(-c2oc3ccccc3c(=O)c2OC(=O)c2ccc(C)cc2)cc1 | -7.0% | 0.1% | -28.4%[38.3 µM] | -6.3% | -4.7% | -18.8% | -1.4%[46.1 µM]
Cc1[nH]nc2c1C(=O)CCC2 | -2.1% | 0.0% | -7.3% | 10.5% | 7.6% | -4.0% | -6.1%[46.1 µM]
Cc1cc(C)c(C(N)=O)c(Nc2ccc3c(c2)OCCO3)n1 | 3.2% | -0.8% | 1.0% | -3.1% | 9.5% | 4.4% | 0.3%[46.1 µM]
COC(=O)c1ccc(CN(C)S(=O)(=O)c2ccc(C)cc2)o1 | -7.6% | -1.1% | -17.9%[38.3 µM] | 12.3% | -0.1% | 4.4% | -6.8%[46.1 µM]
C=CCNC(=O)c1cc(Cl)ccc1Cl | -5.6% | -0.9% | -23.3%[38.3 µM] | 3.0% | 5.0% | 2.7% | 1.7%[46.1 µM]

Quoted from the listing.
COc1ccc(-c2oc3ccccc3c(=O)c2OC(=O)c2ccc(C)cc2)cc1 in L3MBTL1 inh = -4.7%
COCCn1c(SCC(=O)Nc2nnc(C)s2)nnc1-c1cc2ccccc2cc1O in IMPase Li inh = 12.9%[38.3 µM]

Further records:
compound | Luc counter | Epigenetic derep | IMPase Li inh | CBFb RUNX1 block | L3MBTL1 inh | HTT aggregate | NPSR antagonist
CCOC(=O)Nc1oc2ccccc2c(=O)c1C | 3.7% | -1.0% | 3.8% | -0.4% | 18.7%[11.4 µM] | -3.5% | -13.7%
CCCCc1cc(=O)oc2c(CN(CC)CC)c(O)c(Cl)cc12 | -5.5% | -2.0% | -0.9%[38.3 µM] | 6.4% | . | -5.4% | 4.3%[46.1 µM]
CC1CCCC(C)N1CCCNC(=O)c1cc2c(=O)n(C)c3ccccc3c2n1C (stereo unspecified) | 2.4% | 2.7% | 20.6%[38.3 µM] | 5.3% | . | -2.5% | 5.0%[46.1 µM]
COc1ccc(C(CC(=O)c2ccccc2)S(=O)(=O)c2ccccc2)cc1 (stereo unspecified) | -22.4% | 2.1% | -0.6% | -1.0% | 5.1% | -2.1% | 6.5%
O=C(/C=C/c1ccc(-c2ccccc2[N+](=O)[O-])o1)c1ccco1 | -2.8% | 0.4% | 9.9% | -14.4% | ? | -12.0% | ?
CCOC(=O)NC1(C(F)(F)F)C(=O)NC(C)=C1C(=O)OC (stereo unspecified) | -2.5% | -1.0% | 3.7%[38.3 µM] | 2.4% | . | 5.0% | 0.2%[46.1 µM]
COCCNC(=O)Cn1cc(C(=S)N2CCCCC2)c2ccccc21 | -0.4% | -1.8% | 4.5% | 5.5% | -1.2% | -17.7% | 7.4%
Cc1cc(NC(=O)CSc2nc(=O)cc(N)n2-c2ccc(Cl)cc2)no1 | 1.8% | 4.0% | -4.9% | 6.5% | . | -10.3% | 15.0%
O=C(Nc1cccnc1)c1ccc(N2CCCC2)c([N+](=O)[O-])c1 | 1.9% | -1.8% | 2.5% | 3.6% | -16.8% | 2.5% | -15.6%
CCn1cc(-c2ccnc3cc(C(=O)O)nn23)c(C)n1 | -5.3% | -0.1% | -19.5% | 5.2% | ? | 5.6% | -0.7%
N#CC1=C(N)N(c2ccc(Br)cc2)C2=C(C(=O)CCC2)C1c1cccnc1 (stereo unspecified) | 2.4% | 0.1% | 15.4%[38.3 µM] | 2.9% | 19.1%[11.4 µM] | -6.8% | -18.4%[46.1 µM]
CN(C)S(=O)(=O)c1cccc(C(=O)Nc2cccnc2)c1 | 2.0% | 1.0% | 9.4% | -4.1% | 50.3%[activator] | -11.1% | 4.1%[46.1 µM]
CC1(C)NC(=O)N(CCOCCOc2cccc(Oc3ccccc3)c2)C1=O | 6.8% | 1.4% | 5.4%[38.3 µM] | 1.4% | -2.0% | -12.4% | -33.4%[46.1 µM]
c1ccc(-c2nnc(SCc3nc4ccccc4[nH]3)n2Cc2ccco2)nc1 | 1.4% | -0.7% | 1.5%[38.3 µM] | -9.6% | -3.6% | -10.3% | -8.0%[46.1 µM]
CCCOc1ccc(C(=O)CCC(=O)OCC(=O)N2CC(=O)Nc3ccccc32)cc1 | 0.3% | 0.1% | 7.7%[38.3 µM] | -2.0% | . | 1.7% | -14.1%[46.1 µM]
Cc1ccc(S(=O)(=O)N(C)CC(=O)N2CCN(c3ccccn3)CC2)cc1 | -0.4% | 1.1% | 25.6%[38.3 µM] | 4.7% | -0.2% | -8.0% | -10.5%[46.1 µM]
Cc1nc2ccc(NC(=O)NC(=O)c3c(Cl)cccc3Cl)cc2o1 | . | -0.5% | . | 14.8% | . | -5.3%[9.22 µM] | 4.7%
Cc1occc1C(=O)N/N=C/C1=C(N2CCOCC2)C(=C\c2ccc(Cl)cc2)/CC1 | 3.3% | -1.0% | -5.5% | -4.1% | 4.9% | -0.8% | 7.9%
CCN1CCN(CC(=O)Nc2cccc(C)c2C)C(=O)C1=O | -3.4% | -5.8% | -5.2%[38.3 µM] | -0.4% | . | 0.9% | 6.5%[46.1 µM]
COc1cc(NC(=O)c2csc(N)n2)cc(C(=O)Nc2cccc(C(F)(F)F)c2)c1 | . | 2.1% | . | -4.4% | . | ? | -36.4%

In the list so far, three have a nitro group on carbon:
compound | Luc counter | Epigenetic derep | IMPase Li inh | CBFb RUNX1 block | L3MBTL1 inh | HTT aggregate | NPSR antagonist
C=CCN(CC=C)C(=O)Cn1cnc([N+](=O)[O-])n1 | 1.6% | 1.3% | -4.8% | -1.7% | 5.2% | -8.1% | -5.0%[46.1 µM]
O=C(/C=C/c1ccc(-c2ccccc2[N+](=O)[O-])o1)c1ccco1 | -2.8% | 0.4% | 9.9% | -14.4% | ? | -12.0% | ?
O=C(Nc1cccnc1)c1ccc(N2CCCC2)c([N+](=O)[O-])c1 | 1.9% | -1.8% | 2.5% | 3.6% | -16.8% | 2.5% | -15.6%

Later entries.
compound | Luc counter | Epigenetic derep | IMPase Li inh | CBFb RUNX1 block | L3MBTL1 inh | HTT aggregate | NPSR antagonist
COCCCN1C(=O)/C(=C\c2ccc3c(c2)OCO3)C(C(=O)OC)=C1C | -1.7% | 0.1% | 16.3% | 5.0% | -4.7% | -8.3%[9.22 µM] | 19.6%
O=C1c2ccccc2NC(c2ccc(-c3cccc(Cl)c3)o2)N1O (stereo unspecified) | -0.5% | 13.7% | 16.7%[38.3 µM] | -3.7% | . | ? | 2.0%[46.1 µM]
COC(=O)c1sccc1NC(=S)N1CCCCC1 | -2.1% | 0.2% | 27.8%[38.3 µM] | -9.9% | . | 1.6% | ?
Cc1cccc(C)c1NC(=O)C(Cl)=C(Cl)Cl | -0.9% | 1.1% | 1.8% | 3.7% | ? | -5.7%[9.22 µM] | -14.1%
Cc1nc(C(=O)Nc2ccccc2)sc1C(=O)Nc1ccccc1 | . | 0.0% | . | 5.4% | . | -4.0%[9.22 µM] | -21.4%
COc1cc(NC(=O)CN(C)S(=O)(=O)c2ccc3nc(C)sc3c2)cc(OC)c1 | -0.2% | 1.4% | 7.1% | -4.9% | . | 12.7% | -8.4%
Cc1cc(C(=O)Nc2cccc3cccnc23)ccc1[N+](=O)[O-] | -4.1% | -1.1% | 24.8% | -9.4% | -4.8% | ? | -23.2%
CC(C(=O)Nc1nc2ccccc2s1)n1cc([N+](=O)[O-])cn1 (stereo unspecified) | 1.6% | 0.9% | 4.8% | 2.2% | . | 8.5% | 1.3%
CCC(=O)Nc1ccc(NC(=S)NC(=O)c2cc3ccccc3o2)cc1 | 2.6% | -1.9% | -10.8% | 6.0% | 0.3% | 8.8% | 9.3%
COC1=CC(=O)C[C@@H](C)[C@]12Oc1c(Cl)c(OC)cc(OC)c1C2=O | -2.3% | -1.3% | 4.5%&-3.6% | 20.2% | . | -2.1% | .
